Source: PubChem
HMGR II inh – E. faecalis class II HMG-CoA reductase inhibition | purified E. faecalis HMGR, NADPH absorbance 340 nm kinetic | inhibition, % at 10 µM | 0.41% of 190,000 active;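 active = inhibition above a set limit, the median over all tested compounds plus 3 SD, cut at about 9.5% in these data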;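 note: enzyme runs in reverse so mevalonate oxidation gives rising NADPH absorbance; 0% = complete reaction with DMSO and 100% = background rate lacking mevalonate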
S1P3 antag – antagonists of human S1P3 receptor. 0.27% of 170,000 active. Q99500. AID 485. CHO S1P3 NFAT-BLA reporter, FRET fluorescence, antagonist mode. inhibition, % at 4.98 µM;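 active = inhibition above the plate cutoff, the mean inhibition of test wells on that plate plus 3 SD, cut at about 28% in these data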;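 note: cells challenged with S1P at its EC80 of 0.8 µM; blue over green emission ratio from cleaved BLA substrate after 4 h stimulation; 0% = S1P-stimulated wells and 100% = unstimulated DMSO-only wells; some compounds past the cut are filed as inactive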
Target sequence (Q99500 whole entry, looked up): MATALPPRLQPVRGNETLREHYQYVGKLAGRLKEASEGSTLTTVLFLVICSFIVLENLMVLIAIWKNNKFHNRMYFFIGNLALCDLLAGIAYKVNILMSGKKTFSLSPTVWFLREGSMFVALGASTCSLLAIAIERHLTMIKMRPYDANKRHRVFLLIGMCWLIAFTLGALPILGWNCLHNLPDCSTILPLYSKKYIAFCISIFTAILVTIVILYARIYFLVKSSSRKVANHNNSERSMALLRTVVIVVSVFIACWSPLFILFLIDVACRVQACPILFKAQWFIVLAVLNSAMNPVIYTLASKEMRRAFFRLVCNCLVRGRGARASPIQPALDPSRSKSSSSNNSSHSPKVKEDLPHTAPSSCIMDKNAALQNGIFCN
PMI act – activators of human phosphomannose isomerase; purified human PMI, coupled resazurin fluorescence, 20 min; hits give high values; 1 = vehicle control, 0 substrate-free wells; activation factor at 20 µM; 0.005% of 190,000 active; AID 1214;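 active = activation factor of 2 or more at 20 µM, relative to plate controls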
Target sequence (P34949 whole entry, looked up): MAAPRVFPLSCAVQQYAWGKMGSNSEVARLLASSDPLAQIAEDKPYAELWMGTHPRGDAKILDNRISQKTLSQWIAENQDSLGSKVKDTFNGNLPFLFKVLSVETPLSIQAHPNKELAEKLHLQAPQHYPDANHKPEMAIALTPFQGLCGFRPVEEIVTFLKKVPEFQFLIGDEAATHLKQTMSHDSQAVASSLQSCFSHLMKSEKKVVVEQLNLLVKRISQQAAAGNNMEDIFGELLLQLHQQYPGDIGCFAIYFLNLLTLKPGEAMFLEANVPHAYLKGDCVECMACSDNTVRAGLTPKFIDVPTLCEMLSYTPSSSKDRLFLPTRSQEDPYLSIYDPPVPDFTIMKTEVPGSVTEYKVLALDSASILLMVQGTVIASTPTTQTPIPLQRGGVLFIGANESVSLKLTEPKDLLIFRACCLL
Lmaj promast – Leishmania major promastigote growth inhibition; 9% of 200,000 active; Leishmania major promastigotes, resazurin fluorescence viability; inhibition, % at 10 µM; in the data active = inhibition above about 50%;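 note: promastigotes grown with compound for 44 hours at 28 °C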
PMI act satM6P – activators of human phosphomannose isomerase at near-saturating mannose 6-phosphate | P34949 | coupled PMI enzyme assay, resazurin fluorescence, 20 min; hits give high values; 1 = untreated enzyme, 0 = substrate-free blank | activation factor at 20 µM | 0.34% of 190,000 active;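 active = activation factor of 2 or more at 20 µM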
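Test system – human PMI in coupled enzyme assay · Timing – 20 min incubation at room temperature · Detection – Diaphorase-driven resazurin-to-resorufin fluorescence, excitation 544, emission 590 nm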
TNAP inh no acc – TNAP (human) inhibition, acceptor-free conditions; purified TNAP, CDP-star luminescence, 30 min; inhibition, % at 20 µM; 0.26% of 200,000 active; AID 1012;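 active = tissue-nonspecific alkaline phosphatase inhibition above about 50% at 20 µM in the single-dose screen, limit read from the data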;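 note: 0% = DMSO negative control and 100% = EDTA positive control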
RAM network inh – inhibitors of the yeast RAM network. S. cerevisiae dse1pr::URA3 reporter, 5-FOA growth OD615, 2 d; analog-sensitive cbk1-as2 kinase mutant strain. inhibition, % at 50 µM. 1.8% of 190,000 active. AID 868;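 active = inhibition above a set limit, 3 SD over mean compound inhibition, cut at about 8.4% in these data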;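 note: 0% = DMSO-only wells with no growth and 100% = 10 µM 1-NA-PP1 full growth; inhibition rescues growth on 5-FOA so higher OD means more RAM inhibition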
Hsp70 activator – switches on Hsp70 transcription. HeLa Hsp70 promoter luciferase reporter, luminescence; scaled: vehicle 0, proteasome-inhibitor control 100%. activation, % at 10 µM. 0.04% of 200,000 active. AID 1203;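 active = activation above the mean across all tested compounds plus 3 SD, cutoff set per campaign, cut at about 5.5% in these data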;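 note: 100% = MG132 at 30 µM as the positive control and 0% = DMSO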
TNAP inh hi DEA – blocks human TNAP under high phosphate acceptor concentration; P05186; purified TNAP, CDP-star luminescence, 1 M DEA; inhibition, % at 20 µM; 0.03% of 200,000 active; AID 1135;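 active = over 50% inhibition of tissue-nonspecific alkaline phosphatase at 20 µM in the single-dose screen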;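 note: plate controls were DMSO wells for no effect and EDTA-quenched wells as full inhibition for full effect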
Redox H2O2 prof – compounds producing H2O2 with reducing agent – biochemical, NIH compound library profiling, artefact control for MLSCN library redox annotation, primary screen | 0.03% of 200,000 active | activation, % at 10 µM | DTT-dependent redox cycling H2O2, phenol red/HRP absorbance; 100% = 100 µM peroxide control, 0% = buffer | AID 878;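 active = activation of at least 50% relative to the plate's high and low controls in the primary single-dose screen; inactive = activation below 50%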;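 note: compound incubated with DTT at 0.8 mM final as the reducing agent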
An asterisk follows results filed as active; . = not tested or not shown.

SMILES | HMGR II inh | S1P3 antag | PMI act | Lmaj promast | PMI act satM6P | TNAP inh no acc | RAM network inh | Hsp70 activator | TNAP inh hi DEA | Redox H2O2 prof
CCN(CC)CCN1C(=O)C(=O)/C(=C(/O)c2c(C)[nH]c(C(=O)OC)c2C)C1c1cccnc1 (stereo unspecified) | -9 | -11 | 0.9 | -4 | 0.9 | -6 | -1.2 | -0.7 | -2 | 0.1
O=C(Nc1ccc(Cl)c(Cl)c1)Nc1nnc(CC2=CCCCC2)s1 | 1 | -17 | 1 | 0 | 1.1 | 7 | 4.4 | -0.1 | -3 | 0.4
Cc1cc(/C(O)=C2\C(=O)C(=O)N(CCN(C)C)C2c2ccncc2)ccc1OCc1ccccc1 (stereo unspecified) | -6 | -8 | 0.9 | -7 | 0.9 | -19 | -0.9 | -0.4 | -2 | 0.1
Cc1ccc(CNC(=O)c2ccc([N+](=O)[O-])o2)cc1 | 1 | . | 1.1 | 76* | 1 | -5 | -1.0 | -0.2 | -6 | -3.9
CC(c1ccco1)N(C(=O)CSc1ccc(Br)cc1)c1ccccn1 (stereo unspecified) | 1 | -8 | 1.3 | 11 | 1 | -14 | 0.9 | -0.3 | -7 | 0.3
CCOC(=O)c1c(NC(=O)CSc2nnc(-c3ccncc3)n2Cc2ccco2)sc(C)c1C | -4 | . | 0.9 | 56* | 0.9 | -7 | 2.6 | -0.4 | -7 | 0.1
O=C(CSc1ccc(-c2ccccn2)nn1)N1CCc2ccccc21 | -7 | -17 | 1.2 | 1 | 1.3 | -8 | 0.4 | 0.6 | 0 | -2.6
Cc1ccccc1C(=O)N/N=C/c1ccccn1 | 4 | 0 | 0.9 | -6 | 0.9 | 1 | 0.8 | 0.1 | -3 | -0.2
Cc1ccc(S(=O)(=O)Nc2ccc(S(=O)(=O)Nc3ncccn3)cc2)cc1 | -3 | -16 | 1 | -4 | 1 | 1 | -0.2 | -0.2 | -7 | -3.3
O=C(N/N=C\c1ccccc1)c1sccc1-n1cccc1 | -4 | . | 0.9 | 4 | 0.9 | -2 | 2.7 | -0.1 | 2 | -6.6
O=C(NCc1ccco1)C(c1ccco1)N(C(=O)Cn1nnc2ccccc21)c1ccc2c(c1)CCC2 (stereo unspecified) | . | -4 | . | 91* | . | . | . | 0.0 | . | 2.8
O=C(Nc1ccc(Cn2cccn2)cc1)c1ccc(COc2cccc(Br)c2)cc1 | 0 | . | 0.9 | 4 | 1 | -14 | 9.9* | -0.3 | -7 | -0.1
Cc1cc(C)cc(N(CC(=O)N/N=C/c2ccncc2)S(=O)(=O)c2ccccc2)c1 | -2 | -16 | 1 | 75* | 1 | -5 | 0.7 | -0.7 | -3 | 0.0
CCN(CC)CC(O)COc1ccc2c(c1)c(C(C)=O)c(C)n2-c1ccccc1 (stereo unspecified) | 3 | . | 1.1 | 100* | 1.1 | -8 | 0.6 | -0.3 | -2 | 1.3
CC(C)[C@H](Nc1ccc(S(=O)(=O)N2CCOCC2)cc1[N+](=O)[O-])C(=O)OCC(N)=O | 5 | -6 | 1 | 51* | 1 | -1 | 1.1 | -0.1 | 14 | 0.1
O=C1CSC(c2cccc(F)c2)N1c1ccccc1F (stereo unspecified) | -4 | -6 | 0.8 | 2 | 0.8 | -7 | 0.9 | 0.2 | 0 | 0.4
CCn1ncc([N+](=O)[O-])c1C(=O)n1nc(C)cc1C | -1 | 7 | 0.9 | -3 | 0.9 | -10 | 1.7 | -0.1 | -6 | 0.2
COc1ccc(-c2nc(N3CCOCC3)nc3n[nH]c(N)c23)cc1 | -2 | . | 0.9 | -6 | 0.9 | -18 | 2.5 | -0.3 | -2 | -0.1
c1ccc(NCn2cncn2)nc1 | -3 | . | 0.9 | 0 | 0.9 | -15 | 1.6 | 0.0 | -4 | 0.3
O=C(CCc1nnc(CCCCc2ccccc2)o1)NCCc1cccnc1 | -2 | -12 | 0.9 | 7 | 0.9 | -12 | -0.8 | -0.3 | -5 | -0.9
CN(N)c1nc2ccccc2nc1C(F)(F)F | 0 | -30 | 1.1 | -6 | 1.1 | -6 | -0.2 | 0.5 | 4 | -2.3
Fc1ccc(NC(=S)NC23CN4CN(CN(C4)C2)C3)cc1 | -6 | 2 | 0.8 | -3 | 0.8 | -6 | 1.9 | 0.0 | -4 | 0.3
Cc1cccc(C(=O)Oc2ccccc2-c2nnco2)c1 | -8 | . | 1.1 | -2 | 1.1 | -2 | 1.7 | -0.2 | -7 | 0.1
Cc1noc(C)c1CSc1nnc2c(C)cc3ccccc3n12 | . | -18 | . | 9 | . | . | . | 0.0 | . | 3.1
Cn1c(=O)c2c(ncn2CC(=O)Nc2nnc(Cc3ccccc3)s2)n(C)c1=O | -6 | -12 | 1 | -7 | 1 | -9 | 3.7 | 0.2 | 1 | 0.6

Just Redox H2O2 prof and PMI act satM6P, for 3 of the compounds above:
SMILES,Redox H2O2 prof,PMI act satM6P
CCN(CC)CCN1C(=O)C(=O)/C(=C(/O)c2c(C)[nH]c(C(=O)OC)c2C)C1c1cccnc1 (stereo unspecified),0.1,0.9
O=C(Nc1ccc(Cl)c(Cl)c1)Nc1nnc(CC2=CCCCC2)s1,0.4,1.1
Cc1cc(/C(O)=C2\C(=O)C(=O)N(CCN(C)C)C2c2ccncc2)ccc1OCc1ccccc1 (stereo unspecified),0.1,0.9

(cont.)
SMILES | HMGR II inh | S1P3 antag | PMI act | Lmaj promast | PMI act satM6P | TNAP inh no acc | RAM network inh | Hsp70 activator | TNAP inh hi DEA | Redox H2O2 prof
Cn1c(-c2csc(-c3cccc(C(F)(F)F)c3)n2)n[nH]c1=S | 0 | -12 | 1.1 | -9 | 1.1 | 25 | 1.4 | -0.2 | 2 | 0.1
Cc1sc(NC(=O)CSc2nnc(COc3ccccc3)n2C)c(C#N)c1C | 2 | 12 | 0.8 | -8 | 0.9 | -8 | 4.2 | -0.3 | -2 | -3.0
COc1ccc2c(c1)N(C(=O)CSc1n[nH]c(C)n1)C(C)(C)C=C2C | -6 | -11 | 0.8 | 2 | 0.8 | -4 | 0.7 | -0.3 | 0 | -2.9
O=C(Cn1cc(C(F)(F)F)cc(Cl)c1=O)Nc1cccc(Cl)c1 | -5 | -10 | 0.9 | -2 | 1 | -3 | 3.6 | 0.0 | 4 | 0.6
CCCS(=O)(=O)N1CCCC(C(=O)NCCN2CCCCC2C)C1 (stereo unspecified) | -2 | -16 | 0.9 | -2 | 1 | -10 | -1.1 | -0.2 | -4 | -12
O=C(COc1ncnc2ccccc12)NCCCN1CCCC1=O | 0 | -48 | 1.1 | -5 | 1.1 | -2 | 1.4 | 0.1 | -2 | 1.6
Cc1ccccc1OCC(O)CN(CCO)Cc1ccccc1 (stereo unspecified) | -4 | 9 | 1.1 | 1 | 1.2 | 1 | 0.8 | 0.1 | -3 | -1.3
O=C1CC(=O)CC(c2ccco2)C1 | 0 | -3 | 1 | -8 | 1.1 | -12 | 0.9 | -0.1 | -3 | -3.6
CC(C)Cc1nnc(NC(=O)CSc2nc(N)cc(=O)[nH]2)s1 | -3 | . | 1.1 | -7 | 1.1 | -4 | 7.2 | 0.0 | -3 | 1.2
O=C(Cn1c(=O)n(Cc2ccco2)c(=O)c2c3c(sc21)CCCCC3)c1ccccc1 | 0 | . | 0.9 | 13 | 1 | -8 | 2.7 | -0.1 | 0 | 2.1
CCN1CCc2c(OCC(=O)N3N=C(c4cccs4)CC3c3ccc(F)cc3)cccc2C1=O (stereo unspecified) | -2 | -31 | 0.9 | 19 | 0.9 | -10 | -0.6 | -0.2 | -1 | 0.7
COc1ccc(C)cc1NC(=O)C1CC(=O)N(Cc2ccco2)C1 (stereo unspecified) | 3 | 18 | 1 | -5 | 0.9 | -16 | 1.4 | -0.2 | -8 | 6.2
COc1cccc(N2CC34C=CC(O3)C(C(=O)O)C4C2=O)c1 (stereo unspecified) | -6 | . | 1 | -6 | 1 | -8 | 0.3 | -0.6 | -3 | 0.0
CCc1ccccc1NC(=O)N[C@H](C(=O)O)C(C)C | 1 | . | 1 | -2 | 1.1 | -10 | 1.2 | -0.1 | -8 | -4.0
CS(=O)(=O)N(CC(=O)N1CCC(C(N)=O)CC1)C1CCCCC1 | -3 | -2 | 1.1 | -7 | 0.7 | -1 | 1.6 | -0.2 | -9 | 1.9
COc1ccc(C2OC(=O)Cc3cc(OC)c(OC)cc32)cc1 (stereo unspecified) | 1 | -2 | 0.9 | 6 | 1 | -12 | -0.2 | -0.4 | -8 | -0.5
O=C(O)c1c2c(nc3ccccc13)CCCCC2 | 1 | -7 | 1 | 4 | 1.2 | -17 | 0.8 | -0.2 | -1 | 0.4
COc1ccc2cc(C3(C)NC(=O)NC3=O)ccc2c1 (stereo unspecified) | 4 | 4 | 1.1 | 2 | 1 | -11 | 1.6 | -0.4 | -8 | -1.8
COc1ccc(NC(=O)c2cc(C3CC3)on2)c(OC)c1 | -1 | 35 | 0.9 | -11 | 1 | -15 | 0.7 | -0.3 | -3 | -0.6
Cc1cc(Nc2cccc(F)c2)n2ncnc2n1 | 4 | -21 | 1 | -5 | 1.1 | -10 | 3.6 | -0.3 | -4 | 0.7
O=c1sc2ccccc2n1COc1ccc(Cl)cc1 | -4 | . | 1 | 3 | 1 | -16 | -0.5 | -0.3 | -2 | 0.0
CC(=O)Nc1ccc(NC(=O)c2cccc(C(=O)OC(C)C)n2)cc1 | -6 | 5 | 1 | -1 | 1 | -11 | 0.5 | -0.3 | -1 | -1.0
C=CCNC(=O)/C(=C/c1cccc([N+](=O)[O-])c1)NC(=O)c1ccco1 | -6 | 4 | 1 | -7 | 1 | -5 | 2.0 | -0.2 | -1 | 0.0
CC(=O)N1Cc2cc([N+](=O)[O-])ccc2Oc2ccccc21 | -1 | -8 | 1 | -8 | 1 | -7 | 1.0 | -0.3 | 3 | -2.0
COc1ccc2cc(/C(C)=N/NC(=O)C3CC3)ccc2c1 | -6 | -3 | 1 | 0 | 1 | -6 | 0.6 | 0.2 | -1 | -1.2
CSCCC(NC(=O)c1ccccc1C)C(=O)O (stereo unspecified) | 1 | -10 | 1.1 | 0 | 1 | -8 | -0.4 | 0.0 | -5 | 0.2

Quoted from the listing:
Cn1c(-c2csc(-c3cccc(C(F)(F)F)c3)n2)n[nH]c1=S in Hsp70 activator is listed with -0.2
CC(=O)Nc1ccc(NC(=O)c2cccc(C(=O)OC(C)C)n2)cc1 in TNAP inh hi DEA is listed with -1

Full records, quoted from the list:
COc1ccc2cc(/C(C)=N/NC(=O)C3CC3)ccc2c1 as listed: HMGR II inh = -6; S1P3 antag = -3; PMI act = 1; Lmaj promast = 0; PMI act satM6P = 1; TNAP inh no acc = -6; RAM network inh = 0.6; Hsp70 activator = 0.2; TNAP inh hi DEA = -1; Redox H2O2 prof = -1.2
Cc1ccc(S(=O)(=O)Nc2ccc(S(=O)(=O)Nc3ncccn3)cc2)cc1 as listed: HMGR II inh = -3; S1P3 antag = -16; PMI act = 1; Lmaj promast = -4; PMI act satM6P = 1; TNAP inh no acc = 1; RAM network inh = -0.2; Hsp70 activator = -0.2; TNAP inh hi DEA = -7; Redox H2O2 prof = -3.3
